PI4K2A inh: PI4K2A (human) kinase inhibition | Q9BTU6 | purified PI4K2A, ADP-Glo luminescence, 1 h; hits give low values | activity change, negative = inhibition, % at 76.9 µM | 420,000 compounds, 0.13% hits | AID 1346378; in the data active means activity change below about -50%;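 further: -100% = wells without enzyme as full effect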
Target sequence (Q9BTU6 whole entry, looked up): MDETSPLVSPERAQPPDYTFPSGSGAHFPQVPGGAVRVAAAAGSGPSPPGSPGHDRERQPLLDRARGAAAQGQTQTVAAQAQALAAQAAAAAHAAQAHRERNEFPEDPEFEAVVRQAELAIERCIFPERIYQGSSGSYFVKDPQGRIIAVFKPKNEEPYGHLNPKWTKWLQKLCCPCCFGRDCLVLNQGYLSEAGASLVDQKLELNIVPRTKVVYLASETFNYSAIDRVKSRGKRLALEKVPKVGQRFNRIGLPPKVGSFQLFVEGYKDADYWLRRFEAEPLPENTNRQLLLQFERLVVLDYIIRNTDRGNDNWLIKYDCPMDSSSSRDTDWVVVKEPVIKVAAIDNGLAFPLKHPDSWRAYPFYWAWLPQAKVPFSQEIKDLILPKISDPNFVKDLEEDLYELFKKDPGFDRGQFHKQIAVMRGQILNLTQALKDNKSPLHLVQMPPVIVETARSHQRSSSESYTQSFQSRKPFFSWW
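PI4K2A activity was measured by ADP-Glo luminescence: enzyme (4 ug/mL stock) and phosphatidylinositol (1.2 mM stock) in Tris pH 7.5/MgCl2/EGTA/Triton X-100 buffer were reacted with ATP (300 microM stock) for one hour at ambient temperature.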
GLS inh: inhibitors of human glutaminase (GLS). O94925. GLS enzymatic activity, qHTS titration. Potency, µM (doses to about 45.5 µM), for inactives: at the top dose activity change, negative = inhibition, actives largely listed as inhibitors. 410,000 compounds, 0.21% hits; active means well fitted inhibition curve with a large enough effect; further: potency means the concentration at half of the fitted maximal effect
Target sequence (O94925 whole entry, looked up): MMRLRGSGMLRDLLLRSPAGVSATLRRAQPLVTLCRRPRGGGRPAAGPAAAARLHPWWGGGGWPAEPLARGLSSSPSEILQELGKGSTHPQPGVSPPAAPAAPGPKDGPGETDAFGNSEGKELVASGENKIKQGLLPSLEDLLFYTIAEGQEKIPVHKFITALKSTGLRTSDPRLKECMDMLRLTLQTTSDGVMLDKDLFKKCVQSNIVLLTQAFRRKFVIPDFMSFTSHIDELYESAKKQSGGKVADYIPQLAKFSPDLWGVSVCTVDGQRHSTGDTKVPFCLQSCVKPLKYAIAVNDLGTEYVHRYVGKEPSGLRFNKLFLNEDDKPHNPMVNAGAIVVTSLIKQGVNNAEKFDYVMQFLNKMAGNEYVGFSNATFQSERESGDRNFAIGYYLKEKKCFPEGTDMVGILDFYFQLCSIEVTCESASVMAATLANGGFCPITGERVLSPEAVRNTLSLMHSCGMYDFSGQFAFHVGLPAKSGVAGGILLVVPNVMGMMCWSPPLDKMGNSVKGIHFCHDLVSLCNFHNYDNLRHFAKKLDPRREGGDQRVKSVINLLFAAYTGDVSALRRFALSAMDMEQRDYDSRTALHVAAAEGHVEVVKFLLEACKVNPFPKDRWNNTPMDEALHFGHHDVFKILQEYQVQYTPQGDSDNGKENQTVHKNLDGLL
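Human kidney-isoform GLS in 45 mM KH2PO4 pH 8.2, 0.02% Tween-20, with compound, started with 1mM L-Glutamine (added stock). Glutamate oxidase/HRP/Amplex red coupled fluorescence read at start and after 30 min at RT.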
* hit, by the source's call; [ ] = dose if it differs, or a comment. Unless noted, on the % scale 0 is the no-effect control and ±100 the full control effect. Only part of the results is shown. The share of hits here may be higher or lower than overall.

SMILES | PI4K2A inh | GLS inh
O=C1c2cccc(-c3ccc(C(F)(F)F)cc3)c2C2CCCCN12 (stereo unspecified) | -1 | 2%
CCOC(=O)C1CCCN(C(=O)c2cc(-c3cccs3)oc2C)CC1 (stereo unspecified) | 2 | 1%
Cc1ccc(-c2cc3nc(NCCc4ccncc4)n(C)c(=O)c3s2)cc1 | 4 | -7%
Cc1cc(Br)c2nc(-c3ccccc3)c(Cc3cccc(Cl)c3)n2c1 | -2 | 1%
Cc1cc(OI)c(C(C)C)cc1-c1cc(C(C)C)c(OI)cc1C | 2 | -16%
COc1ccc(C(O)c2nc(-c3ccc(F)c(Cl)c3)cs2)cc1 (stereo unspecified) | 1 | 7%
COc1ccc(C#Cc2cccc(-c3nc(C(=O)N4CCN(C)CC4)cc4c3[C@H](CCO)N(S(=O)C(C)(C)C)C4)c2)cc1OC (stereo partly specified) | 1 | -1%
CC(=O)Nc1cccc(-c2csc(C(C)(O)c3ccc(F)c(F)c3)n2)c1 (stereo unspecified) | 3 | -1%
Cc1ccc(C(O)c2ncc(-c3ccc(Cl)cc3)[nH]2)cc1F (stereo unspecified) | -5 | 3%
CC1(C(=O)NCC2CC2)Cc2c(-c3cccc(C(F)(F)F)c3)ccnc2O1 (stereo unspecified) | -4 | 4%
COc1cc(OC)cc(-c2c(Sc3ccccc3)c3cc(-c4ccc(OC)c(OC)c4)ccc3n2C)c1 | 5 | -8%
Cn1c(=O)c2c(-c3ccccc3)n(-c3cccc(Br)c3)cc2n(C)c1=O | -2 | -4%
CCOC(=O)[C@]12CCC=C1N(Cc1cccc3ccccc13)C(=O)[C@H](CC(=O)N1CCC(c3ccccc3)CC1)C2 | 8 | -8%
O=C(NCc1ccc(F)cc1)c1cc(C2CCCN(C(=O)c3ccc4ccccc4c3)C2)on1 (stereo unspecified) | -1 | -3%
COc1ccc(Cn2cc(CN3CC(N4CCN(C)CC4)CS3(=O)=O)nn2)cc1 (stereo unspecified) | -5 | 11%
CCCN(C)C1CN(Cc2cn(Cc3ccc(C(F)(F)F)cc3)nn2)S(=O)(=O)C1 (stereo unspecified) | 0 | 2%
COC(=O)c1ccc2nc(-c3ccc(OC)c(OC)c3)c(CC3CCCCC3)n2c1 | 2 | -1%
CCOC(=O)[C@]12CCC=C1N(Cc1ccc3c(c1)OCO3)C(=O)[C@H](CC(=O)NCCCCc1ccccc1)C2 | -3 | -12%
COCCNc1nc(NCCOC)c2sc(-c3ccccc3)cc2n1 | -2 | -1%
CC(=O)N(C)[C@H]1C[C@@H](c2ccccc2)N(C(C)=O)C[C@H]1CO | -4 | 2%
CC(=O)Nc1ccc(CN2C(=O)C(C)ON=C2c2ccccc2-c2ccco2)cc1 (stereo unspecified) | -2 | -6%
CCCNC(=O)C1(C)CCN(C(=O)C2(c3ccc(Cl)cc3)CCCC2)C1 (stereo unspecified) | -3 | 1%
Cc1ccc(CNc2nc(NCC3CC3)nc3ccsc23)c(C)c1 | -6 | 9%
CCOc1cc(C=NNC(=O)N(c2ccccc2)c2ccccc2)ccc1O | -3 | 42%[activator]
COc1ccc(CNC(=O)c2ccc3nc(C)c(N(C)Cc4ccc(NC(C)=O)cc4)n3c2)cc1 | 0 | 19%
CCCS(=O)(=O)NC(=O)C1(C)CCN(C(=O)c2sccc2C)C1 (stereo unspecified) | -1 | 8%
CCN1CCN(C(CCc2ccccc2)C(=O)NC2CCCCC2)CC1 (stereo unspecified) | 0 | -4%
CCNC(=O)C1(C)CCCN(C(=O)c2nc(C)oc2C)C1 (stereo unspecified) | 3 | 3%
COc1ccc(SC2=C[C@@]3(O)CC[C@@H](O)[C@@](Sc4ccc(OC)cc4)(C2=O)[C@H]3O)cc1 | 1 | 3%
O=C(NCCN1CCOCC1)c1ccc(NC(=O)c2ccc(Br)o2)cc1 | 5 | -5%
COc1ccc(CC(N)c2csc(NC(=O)Nc3ccccc3C(C)C)n2)cc1 (stereo unspecified) | 3 | 8%
O=C1NC[C@H](Cc2ccc(O)cc2)N(C[C@@H]2CCCN2C[C@H](Cc2ccccc2)N2C[C@H](Cc3ccc(O)cc3)N(CCc3ccccc3)C(=O)C2=O)C1=O | 0 | 0%
CC(O)(c1ccc(F)c(F)c1)c1nc(-c2cccc(C#N)c2)cs1 (stereo unspecified) | -3 | 3%
CCCCN=C(N)N=C(N)N | 1 | -23%
O=C(CNS(=O)(=O)Cc1ccccc1)NNc1ccccc1 | -2 | 32%[activator]
CC(=O)Nc1cc(-c2ccccc2CN(C)C)cn2c(-c3ccc(C(C)=O)cc3)cnc12 | 2 | 10%
O=C(NN=Cc1cccc(O)c1O)c1ccccc1 | -3 | 61%[activator]
O=C(Nc1ccc(F)c(Cl)c1)c1cc(C2CCCCN2C(=O)C2CC2)on1 (stereo unspecified) | -6 | -2%
COc1ccc(-c2nc3c(C)cc(Br)cn3c2Cc2ccsc2)cc1OC | -2 | 4%
COc1ccc(CN2C(=O)CCCC2(C)c2nc3ccccc3[nH]2)cc1 (stereo unspecified) | -6 | 6%
OC(c1ccccc1)(c1nc(-c2cccc3cccnc23)cs1)C(F)(F)F (stereo unspecified) | 2 | -1%
CN(C)c1cccc2c(S(=O)(=O)NC(=O)[C@H]3O[C@@H](n4cnc5c(N)ncnc54)[C@H](O)[C@@H]3O)cccc12 | -2 | 57%[activator]
N#Cc1ccc(-c2nc3ccc(Cl)cn3c2Cc2ccccc2C(F)(F)F)cc1 | 4 | -7%
Cc1ccc(C(=O)NCCN2CCC(n3c(=O)[nH]c4ccccc43)CC2)cc1F | 6 | -5%
O=C(Nc1cccc2cccnc12)c1ccc2sc([C@H]3C[C@H](O)[C@@H](CO)O3)nc2c1 | 3 | 3%
CC1(Oc2cccc(F)c2)CCN(Cc2ccc(-c3ccccn3)cc2)C1 (stereo unspecified) | 0 | 7%
CC1(C(=O)NS(=O)(=O)c2ccc(Br)cc2)CCN1C(=O)C1(c2ccccc2)CC1 (stereo unspecified) | -2 | 4%
[N-]=[N+]=NC(c1ccccc1)C(NC(=O)c1cc(C(F)(F)F)cc(C(F)(F)F)c1)c1ccccc1 (stereo unspecified) | 3 | 0%
CCOC1=C2[C@@H](CN(S(=O)(=O)c3ccc(C)cc3)[C@H]2c2ccccc2Cl)[C@H]2C(=O)N(C)C(=O)[C@H]2C1 | 2 | -14%
COCCNc1nc(Oc2cccc3ccccc23)c2sccc2n1 | 0 | -3%
COC(=O)c1ccc2nc(-c3cccc(Br)c3)c(Cc3ccccc3)n2c1 | 3 | 0%
Cc1ccc(S(=O)(=O)NC(=O)C2(C)CCN2C(=O)C2(c3ccc(Cl)cc3)CCC2)cc1 (stereo unspecified) | -4 | 18%
Cc1ccc(CN2CC(N3CCN(CC4CC4)CC3)CS2(=O)=O)cc1 (stereo unspecified) | 1 | 0%
COC(=O)[C@@]1(C(C)C)N=C(c2cc(OC)c(OC)c(OC)c2)[C@]2(O1)C(=O)N(Cc1ccc(OC)cc1)c1ccc(Br)cc12 | -6 | 0%
CN1CCN(C2CN(Cc3cn(Cc4ccc(Cl)cc4)nn3)S(=O)(=O)C2)CC1 (stereo unspecified) | -8 | 4%
Nc1ncnc2c1ncn2[C@@H]1O[C@H](C(=O)N2CCCN(Cc3cccs3)CC2)[C@@H](O)[C@H]1O | -8 | 14%
COc1ccc(CC(N)c2csc(NC(=O)c3ccc(F)cc3)n2)cc1 (stereo unspecified) | -5 | 14%
CC1(C(=O)NS(=O)(=O)c2ccccc2)CCN1C(=O)Cc1ccc(Cl)cc1Cl (stereo unspecified) | -1 | 3%
CCCc1c(-c2ccc(F)cc2)ncn1Cc1ccccc1OC | 0 | -5%
CCOC(=O)C1(C)CCCN1C(=O)c1cccc2ccccc12 (stereo unspecified) | -1 | -7%

Single entries from the entries so far.
Entry for CC1(C(=O)NS(=O)(=O)c2ccccc2)CCN1C(=O)Cc1ccc(Cl)cc1Cl (stereo unspecified) under GLS inh: 3%
Entry for COC(=O)[C@@]1(C(C)C)N=C(c2cc(OC)c(OC)c(OC)c2)[C@]2(O1)C(=O)N(Cc1ccc(OC)cc1)c1ccc(Br)cc12 under GLS inh: 0%

The list continues:
SMILES | PI4K2A inh | GLS inh
CC(=O)NC(c1ccc(F)c(F)c1)c1nc(-c2cnc3ccccc3c2)cs1 (stereo unspecified) | -5 | 7%
O=C1C(=Cc2cn(-c3ccccc3)nc2-c2ccc(OCc3ccccc3)cc2)SC(=S)N1CCS(=O)(=O)O | -6 | 51%[activator]
CC1=CNC(=O)CC(C)(C)C1 | -2 | 0%
COCCNC(=O)C1CCCN(C(=O)COc2ccc(C(C)(C)C)cc2)CC1 (stereo unspecified) | -2 | -1%
CCOC(=O)[C@]12CCCC=C1N(Cc1ccc(Cl)cc1Cl)C(=O)[C@H](CC(=O)N1CCCC1)C2 | -6 | 8%
Cc1cccc(C)c1-n1nnnc1C1(C)CCC(=O)N1C1CC1 (stereo unspecified) | -3 | 11%
CC1(C(=O)NC2CCCC2)CCC(=O)N1C1CCN(Cc2ccccc2)CC1 (stereo unspecified) | -6 | 3%
COc1ccc(-c2csc(C(O)c3ccc(F)c(OC)c3)n2)cc1 (stereo unspecified) | 1 | 21%
COc1ccc(C(=O)NCC[N+](C)(C)C)cc1 | -2 | -2%
COc1ccc(Cn2cc(CN3CC(N4CCN(CCO)CC4)CS3(=O)=O)nn2)cc1 (stereo unspecified) | -3 | 5%
COc1ccc(OC)c(C(O)c2ncc(-c3ccccc3Cl)[nH]2)c1 (stereo unspecified) | -3 | 4%
COCCNC(=O)C1(C)CCCN(C(=O)c2ccccc2OC(F)(F)F)C1 (stereo unspecified) | 1 | -1%
CC1(C(=O)O)CCCN(C(=O)c2cccnc2Oc2ccccc2)C1 (stereo unspecified) | -1 | 13%
COc1ccc(C(O)c2nc(-c3ccc(C)c(C)c3)cs2)cc1 (stereo unspecified) | 2 | 1%
CCCCc1ncc(/C=C(\Cc2cccs2)C(=O)O)n1Cc1ccc(C(=O)O)cc1 | -4 | 3%
CC(=O)c1cccc(NC(=O)C2Cc3c(-c4cccc(F)c4)ccnc3O2)c1 (stereo unspecified) | 1 | 1%
COCCNC(=O)C1(C)CCCN(C(=O)c2ccc(C(=O)OC)cc2)C1 (stereo unspecified) | 3 | 3%
CN(C)c1ccc(-c2ccnc3c2CC(C)(C(=O)NCc2ccncc2)O3)cc1 (stereo unspecified) | 0 | 34%[activator]
CC1(C(=O)N2Cc3ccccc3C2)CCN1C(=O)C1(c2ccccc2)CC1 (stereo unspecified) | 3 | -11%
O=C(NCCN1CCC(n2c(=O)[nH]c3ccccc32)CC1)c1ccccc1Cl | 0 | -5%
O=C(NC(c1ccc(Cl)cc1)c1cnccn1)C1CCN(Cc2ccc(Cl)cc2)CC1 (stereo unspecified) | 6 | -10%
OC(c1ccc2c(c1)OCO2)c1ncc(-c2cccc(C(F)(F)F)c2)[nH]1 (stereo unspecified) | 4 | 1%
C/C=C/c1cccc(-c2nc(C(=O)N3CCN(C)CC3)cc3c2[C@@H](CCO)N(C(=O)NC(C)C)C3)c1 | -5 | -1%
CC(=O)Nc1cccc(-c2cc(NC(C)=O)c3ncc(-c4ccc(C(C)=O)cc4)n3c2)c1 | -3 | -3%
CC1(Cc2ccccc2Cl)C(=O)Nc2ccc(OC(F)(F)F)cc21 (stereo unspecified) | 3 | 2%
CC(=O)Nc1ccccc1-c1cccc2nccn12 | 3 | 1%
CCc1nc2ccc(C(=O)NCCC(C)C)cn2c1N(C)Cc1ccc(OC)cc1 | -3 | 17%
CN1CCN(C(=O)c2ccc(-c3cc4nc(NCc5cccnc5)n(C)c(=O)c4s3)cc2)CC1 | -5 | -10%
CC1(C(=O)NS(=O)(=O)c2ccccc2Cl)CCN1C(=O)c1cccc(F)c1 (stereo unspecified) | -7 | 10%
CC(C)C[C@H]1CN(CCCC[C@@H]2CNC(=O)C(=O)N2CC2CCCCC2)C(=O)C(=O)N1CC1CCCCC1 | -2 | -1%
CCOC(=O)C1(C)CCCN(C(=O)c2ccccc2)C1 (stereo unspecified) | -8 | -6%
CC(C)C[C@H]1CNC(=O)C(=O)N1C[C@@H]1CCCN1C[C@H](Cc1ccc(O)cc1)N1C[C@H](Cc2ccccc2)N(CC2CCCCCC2)C(=O)C1=O | -1 | 26%
O=C(NCc1ccc(C(F)(F)F)cc1)c1ccc(-c2ccc(F)c(F)c2)c2ccoc12 | 0 | -6%
COc1ccc(-c2cc(C(=O)NCc3cccc(C(F)(F)F)c3)[nH]n2)c(C)c1 | 3 | 4%
CCc1nc2c(OCc3ccc(C(F)(F)F)cc3)cccn2c1N(C)C(=O)C1CC1 | 3 | -7%

4 neighbouring compounds from above, quoted:
SMILES | PI4K2A inh | GLS inh
O=C1c2cccc(-c3ccc(C(F)(F)F)cc3)c2C2CCCCN12 (stereo unspecified) | -1 | 2%
CCOC(=O)C1CCCN(C(=O)c2cc(-c3cccs3)oc2C)CC1 (stereo unspecified) | 2 | 1%
Cc1ccc(-c2cc3nc(NCCc4ccncc4)n(C)c(=O)c3s2)cc1 | 4 | -7%
Cc1cc(Br)c2nc(-c3ccccc3)c(Cc3cccc(Cl)c3)n2c1 | -2 | 1%

5 compounds already listed, ordered by number of heavy atoms, ascending.
SMILES | PI4K2A inh | GLS inh
CCOC(=O)C1(C)CCCN(C(=O)c2ccccc2)C1 (stereo unspecified) | -8 | -6%
CCc1nc2c(OCc3ccc(C(F)(F)F)cc3)cccn2c1N(C)C(=O)C1CC1 | 3 | -7%
O=C(NCc1ccc(C(F)(F)F)cc1)c1ccc(-c2ccc(F)c(F)c2)c2ccoc12 | 0 | -6%
CN1CCN(C(=O)c2ccc(-c3cc4nc(NCc5cccnc5)n(C)c(=O)c4s3)cc2)CC1 | -5 | -10%
CC(C)C[C@H]1CNC(=O)C(=O)N1C[C@@H]1CCCN1C[C@H](Cc1ccc(O)cc1)N1C[C@H](Cc2ccccc2)N(CC2CCCCCC2)C(=O)C1=O | -1 | 26%
